# Assay outcomes deposited in PubChem BioAssay by Icahn School of Medicine at Mount Sinai.
# RBX1-CUL1 inh: blocks human RBX1-Cullin-1 di-ubiquitin formation; P62877+Q13616; AID 1347404; inhibition, % at 10 µM; in vitro K48 di-Ub FRET, acceptor:donor ratio, 45 min; hit rate 0.6% among 140,000; in the data active means inhibition above about 25%
# Target sequence (P62877 whole entry, looked up): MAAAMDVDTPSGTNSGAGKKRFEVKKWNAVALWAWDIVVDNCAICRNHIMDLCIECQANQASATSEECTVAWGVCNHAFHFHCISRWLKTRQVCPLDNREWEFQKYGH
# Target sequence (Q13616 whole entry, looked up): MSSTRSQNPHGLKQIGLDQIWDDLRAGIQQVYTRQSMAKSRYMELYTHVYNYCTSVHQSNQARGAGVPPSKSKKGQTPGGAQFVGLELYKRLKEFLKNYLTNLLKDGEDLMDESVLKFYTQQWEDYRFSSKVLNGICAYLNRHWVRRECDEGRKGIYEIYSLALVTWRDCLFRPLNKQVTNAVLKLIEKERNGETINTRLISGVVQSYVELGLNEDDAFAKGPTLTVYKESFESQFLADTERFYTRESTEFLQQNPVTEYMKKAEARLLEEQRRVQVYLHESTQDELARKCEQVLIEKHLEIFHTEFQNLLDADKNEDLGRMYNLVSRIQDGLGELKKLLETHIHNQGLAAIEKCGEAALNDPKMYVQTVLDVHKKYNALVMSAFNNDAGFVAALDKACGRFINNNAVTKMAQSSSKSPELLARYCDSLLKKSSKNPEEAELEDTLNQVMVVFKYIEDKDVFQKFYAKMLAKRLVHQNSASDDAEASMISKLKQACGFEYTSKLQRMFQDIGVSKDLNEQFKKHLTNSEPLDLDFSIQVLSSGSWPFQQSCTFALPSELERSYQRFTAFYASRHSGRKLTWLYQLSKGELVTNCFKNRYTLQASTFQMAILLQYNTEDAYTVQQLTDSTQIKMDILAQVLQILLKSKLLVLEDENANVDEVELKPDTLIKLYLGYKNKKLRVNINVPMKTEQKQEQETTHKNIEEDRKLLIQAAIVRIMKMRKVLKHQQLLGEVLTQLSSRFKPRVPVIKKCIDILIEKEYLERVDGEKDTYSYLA
# Starred values were filed as active, the others as inactive.
cpd	structure	RBX1-CUL1 inh
1	O=c1cnn(C2OC(O)C(O)C2CO)c(=O)[nH]1 (stereo not given)	14
2	COc1ccc(O)c(CN2CCC3(CC2)c2ccccc2[C@@H](NC(=O)Cc2cccs2)[C@@H]3OC)c1	-3
3	CCc1ccc(C2(c3ccc(CC)cc3)SC3(SC(C(C)=O)=NN3c3ccc(Cl)cc3)c3ccccc32)cc1 (stereo not given)	-7
4	CCCCCC(=O)NC(=S)Nc1ccc(N2CCCCC2)c(Cl)c1	-5
5	COc1ccc2c(c1)CCc1cnc(-n3ncc(C(=O)NCc4ccc5c(c4)CCCN5C)c3C)nc1-2	13
6	CCCNS(=O)(=O)c1cccc2c(N)cccc12	58*
7	Cc1ccc(C)c(NC(=O)c2sc3nc4c(c(-c5ccco5)c3c2N)CCCC4)c1	4
8	Cc1cnc(SCCN2CCOCC2)nc1C1CCCN(C(=O)CCc2scnc2C)C1 (stereo not given)	9
9	CCc1ccccc1NC(=O)C1CCN(C2NS(=O)(=O)C(c3ccc(C)c(C)c3)C2C)CC1 (stereo not given)	-3
10	Cn1c2ccccc2c2cc(/C=C3\CCc4ccccc4C3=O)ccc21	0

# Among those listed so far, these contain a halogen:
cpd	structure	RBX1-CUL1 inh
3	CCc1ccc(C2(c3ccc(CC)cc3)SC3(SC(C(C)=O)=NN3c3ccc(Cl)cc3)c3ccccc32)cc1 (stereo not given)	-7
4	CCCCCC(=O)NC(=S)Nc1ccc(N2CCCCC2)c(Cl)c1	-5

# Back to the main list with the 4 entries that preceded the break.
cpd	structure	RBX1-CUL1 inh
7	Cc1ccc(C)c(NC(=O)c2sc3nc4c(c(-c5ccco5)c3c2N)CCCC4)c1	4
8	Cc1cnc(SCCN2CCOCC2)nc1C1CCCN(C(=O)CCc2scnc2C)C1 (stereo not given)	9
9	CCc1ccccc1NC(=O)C1CCN(C2NS(=O)(=O)C(c3ccc(C)c(C)c3)C2C)CC1 (stereo not given)	-3
10	Cn1c2ccccc2c2cc(/C=C3\CCc4ccccc4C3=O)ccc21	0
11	Cc1ccc2[nH]c3c(c2c1)CCCCC3C(N)=O (stereo not given)	-2
12	O=C(COc1ccc(Cl)cc1Cl)N1CCC2(CC1)OCCO2	3
13	Cc1ccc(Cn2c(C(C)(C)O)nc3ccccc32)cc1	-1
14	CSc1nnnn1CCn1nnnc1SC	3
15	Cc1ccc(Cl)c(Sc2ccncc2S(N)(=O)=O)c1Cl	3
16	O=C1c2ccccc2C(=O)N1CSc1ccccn1	1
17	O=C(Nc1ccccc1C(F)(F)F)c1cc2nc(-c3ccc(F)cc3)cc(C(F)(F)F)n2n1	-1
18	O=C(NCCn1cc(SCc2ccccc2)c2ccccc21)c1cccs1	-8
19	Cc1cc(NC(=O)Cn2ccc(-c3cccs3)n2)n(-c2ccccn2)n1	-3
20	COc1ccccc1C(=O)Nc1ccc2c(c1)Cc1ccccc1-2	5

# No new results follow: an excerpt of the list.
cpd	structure	RBX1-CUL1 inh
18	O=C(NCCn1cc(SCc2ccccc2)c2ccccc21)c1cccs1	-8
19	Cc1cc(NC(=O)Cn2ccc(-c3cccs3)n2)n(-c2ccccn2)n1	-3
20	COc1ccccc1C(=O)Nc1ccc2c(c1)Cc1ccccc1-2	5

# (next part)
cpd	structure	RBX1-CUL1 inh
21	CC(Oc1ccc(F)cc1)C(=O)NC(C)c1ccccc1 (stereo not given)	-5
22	CCS(=O)(=O)c1ncc(CN2CCCN(c3ncccn3)CC2)n1CCOC	-5
23	CC(Cc1cc(C(=O)NCc2cccc(Cl)c2)on1)c1ccccc1 (stereo not given)	5
24	COCCn1cnc2cc(NC(=O)C3CCCCC3)cc(C(=O)N3CCc4sccc4C3)c21	3
25	CCOC(=O)CCc1c(C)nc(N2CCN(C)CC2)[nH]c1=O	-7
26	COc1cc(OC)cc(C(=O)Nc2cc(-c3nc4cccnc4s3)ccc2C)c1	4
27	CSCC[C@@H](CO)NC(=O)c1ccc2oc(Cc3ccccc3)nc2c1	-5
28	Nc1ncc(-c2ccn[nH]2)nc1N1CCC(O)(c2ccccc2)C1 (stereo not given)	-5
29	CSCC(=O)NC1CC(C)(C)Cc2c1cnn2-c1ccccc1C (stereo not given)	-9
30	C=CCNS(=O)(=O)c1ccc(C(=O)N2CCCCC2)cc1	6
31	O=C(Nc1cccc(-n2cnnn2)c1)C1CCCN(C(=O)C#Cc2ccccc2)C1 (stereo not given)	1
32	O=C(CN(Cc1ccc(Cl)c(Cl)c1)S(=O)(=O)c1ccc(Cl)cc1)NCc1ccco1	1
33	O=C1C(=O)N(c2ccccc2)N=C(c2ccccc2)C1C(=O)c1ccccc1 (stereo not given)	-1
34	Cc1cc(C)cc(N2C(=O)CSC23C(=O)N(CN2CCOCC2)c2ccccc23)c1 (stereo not given)	0
35	CCCCC[C@H](O)/C=C/[C@@H]1[C@H]2CC(=O)O[C@H]2C[C@H]1OC(=O)c1ccc(-c2ccccc2)cc1	5
36	O=[N+]([O-])C1=CC=C(c2ccc(Cl)cc2)SC1c1ccccc1 (stereo not given)	-11
37	COC(F)(C(=O)Nc1ccc(C)c(Br)c1)C(F)(F)F (stereo not given)	-2
38	Cc1ccc(CSc2nnc(-c3ccc(N)cc3)n2C)cc1	1
39	COc1ccc(C)cc1N1CC(C(=O)N2CCCCC2C)CC1=O (stereo not given)	-5
40	CC(C)NC(=O)COc1ccc(Br)cc1Cl	1
41	Cc1ccc(C(O)(C(F)(F)F)C(F)(F)F)c(O)c1C	-2
42	C=CCN(CC=C)C(=O)C12CC3CC(CC(C3)C1)C2	0
43	Cc1ccc(/C=N/NC(=O)C(C)Sc2nnc(CNc3ccc(C)cc3)n2-c2ccccc2)cc1 (stereo not given)	8
44	CCc1nc(C)c(C(=O)N2CCc3[nH]nc(CCSC)c3C2)o1	7
45	O=C(CSc1nc2c([nH]c3ccccc32)c(=O)n1-c1ccc(F)cc1)NCc1ccco1	-3
46	Oc1c(CN2CCOCC2)ccc(CN2CCOCC2)c1O	5
47	O=C1CC(c2nc3ccccc3[nH]2)CN1c1cccc(Cl)c1 (stereo not given)	-8
48	O=C(/C=C/c1cn(CC(O)CN2CCc3ccccc32)c2ccccc12)c1ccc(Br)cc1 (stereo not given)	-11
49	O=S(=O)(O)c1ccc(-c2cccc(C(F)(F)F)c2)nc1	1
50	O=C(Nc1cccc(NC(=O)c2cccc(F)c2)n1)c1cccc(F)c1	-4
51	OCC1(CCCc2ccccc2)CCN(Cc2cn[nH]c2-c2cccc(F)c2)CC1	-7
52	CCC(C)NC(=O)c1ccc(Cl)cc1 (stereo not given)	-1
53	O=C(Nc1ccc2nc(SCC(=O)N3CCCC3)sc2c1)c1ccccc1Cl	9
54	CCOC(=O)C(NC(C)=O)(Nc1ccc(S(=O)(=O)Nc2cc(C)nc(C)n2)cc1)C(F)(F)F (stereo not given)	0
55	CCn1cc(CN2CCc3onc(-c4ccc(Cl)cc4)c3C2)c(C)n1	7
56	O=C1CCCc2cc(S(=O)(=O)NCC3CCC(C(=O)Nc4ccc(Cl)cc4)CC3)ccc2N1 (stereo not given)	-3
57	CC(=O)c1cccc(NS(=O)(=O)c2ccc(Br)s2)c1	4
58	CCOc1ccc(C2NC(=O)N=C(C)C2C(=O)OCc2ccc(C)cc2)cc1OC (stereo not given)	-7
59	COC(=O)C1C(C)=Nc2c(c(=O)n(C)c(=O)n2C)C1c1ccc(OC)c(OC)c1 (stereo not given)	-4
60	COc1ccc(C2=NC(C(F)(F)F)(C(F)(F)F)N=C3C=CC=C(C)N32)cc1	0
61	COc1cc(OC)cc(C(=O)NCC2CCCN(C(=O)CCN3CCCO3)C2)c1 (stereo not given)	0
62	Oc1ccc(CNc2ccc(F)cc2)c2cccnc12	-6
63	COc1ccc(C2(CC(=O)N3CCCC(COc4ccccc4F)C3)CC(=O)N(C3CC3)C2=O)cc1 (stereo not given)	-3
64	Cc1csc(/C=C/c2sc(Cl)cc2Br)c1	-4
65	COc1ccc(C(=O)NC2CC(=O)N(CC(C)(C)C)C2)c(OC)n1 (stereo not given)	8
66	CSc1cccc(NC(=O)CCC(=O)O)c1	2
67	O=C(CCCCC(=O)NCCCCc1ccccc1)NCCCCc1ccccc1	7
68	NCc1cc2cc(I)ccc2s1	7
69	CC(C)CC(=O)N1CCc2cc(S(=O)(=O)N3CCOCC3)ccc21	-7
70	Cc1ccc(C(=O)C2C(=N)N(c3ccccc3C(F)(F)F)C3=C(C(=O)CC(C)(C)C3)C2c2ccc3c(c2)OCO3)cc1 (stereo not given)	-6

# Sorted by molecular weight (rising): part of the list above
cpd	structure	RBX1-CUL1 inh
41	Cc1ccc(C(O)(C(F)(F)F)C(F)(F)F)c(O)c1C	-2
15	Cc1ccc(Cl)c(Sc2ccncc2S(N)(=O)=O)c1Cl	3
57	CC(=O)c1cccc(NS(=O)(=O)c2ccc(Br)s2)c1	4
5	COc1ccc2c(c1)CCc1cnc(-n3ncc(C(=O)NCc4ccc5c(c4)CCCN5C)c3C)nc1-2	13

# Continuation:
cpd	structure	RBX1-CUL1 inh
71	Cc1ccccc1N=C1NC(=O)C(Cc2cccc([N+](=O)[O-])c2)S1 (stereo not given)	6
72	CCC(=O)N1c2ccccc2CC1C(=O)NCc1cc(Br)ccc1OC (stereo not given)	2
73	Cc1ccc(O)c(NC(=O)c2sc3ncccc3c2N)c1	0
74	CSc1nccc(SCc2ccc(Cl)cc2Cl)n1	-4
75	Cc1ccc(-n2nnnc2SCc2ccc(F)cc2Cl)cc1C	10
76	Fc1ccc(C(NCCc2ccccc2)c2nnc(-c3ccccc3Cl)o2)cc1 (stereo not given)	2

# A portion of the library, so the mix of outcomes need not match the whole.
